From PubChem
GPR35 arrestin U2OS: inhibition of zaprinast-stimulated GPR35 beta-arrestin translocation – imaging, U2OS, beta-arrestin-GFP, zaprinast agonist, primary screen (AID 2058); U2OS GPR35 beta-arrestin-GFP translocation imaging, zaprinast antagonism; higher % means a stronger effect; inhibition, % at 10 µM, or IC50 in µM where a hit was titrated; 290,000 compounds, 0.052% hits;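 active = inhibition of at least 50% with at least 30 cells and total cytoplasm GFP at most 10,000,000; inconclusive = under 30 cells or total GFP of 10,000,000 plus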
AID2073: inhibitors of Mint1-CaV2.2 protein interaction, biochemical, HTRF (AID 2073). one-dose inhibition, % at 20 µM; IC50 in µM for titrated hits. 290,000 compounds, 0.19% hits. HTRF protein-protein interaction, Mint1-CaV2.2; higher % means a stronger effect; in the data active = inhibition mostly above about 51%, no sharp cut-off; inconclusive = no clear call, values can overlap the other calls; inactive = mostly below about 53%; also: some results filed as inactive read as strong as hits
NTR1 agonist: NTR1-driven beta-arrestin-GFP spot formation – imaging, U2OS cells, high content, primary screen (AID 493036); P30989; agonist mode; activation, % at 20 µM; 330,000 compounds, 0.17% hits;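 active = activation at or above 40% of the spot to cytoplasm intensity ratio, with at least 20 cells analyzed; inconclusive = wells under 20 cells, flagged as cytotoxic or low count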;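 also: 0% = DMSO without peptide and 100% = 100 nM NTR1 peptide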
Target sequence (P30989 whole entry, looked up): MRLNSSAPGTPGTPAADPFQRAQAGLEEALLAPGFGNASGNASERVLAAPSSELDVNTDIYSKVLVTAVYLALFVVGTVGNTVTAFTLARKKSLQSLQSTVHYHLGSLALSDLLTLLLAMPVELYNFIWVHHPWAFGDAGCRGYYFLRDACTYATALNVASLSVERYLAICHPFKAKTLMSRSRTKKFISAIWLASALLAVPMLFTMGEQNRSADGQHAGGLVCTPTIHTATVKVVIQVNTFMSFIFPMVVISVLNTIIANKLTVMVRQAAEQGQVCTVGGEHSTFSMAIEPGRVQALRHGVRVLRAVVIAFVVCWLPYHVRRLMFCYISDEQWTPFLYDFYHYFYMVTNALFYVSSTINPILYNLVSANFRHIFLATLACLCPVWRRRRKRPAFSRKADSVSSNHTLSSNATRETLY
LYP phosphatase: inhibitors of LYP phosphatase, biochemical, fluorescence intensity, uHTS (AID 1779) | 290,000 compounds, 0.054% hits | inhibition, % at 11.5 µM, or IC50 in µM where a hit was titrated | recombinant LYP phosphatase, fluorescence intensity; higher % means a stronger effect; in the data active = inhibition above about 50%;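 also: plate controls were vehicle with enzyme for no effect and no enzyme for full effect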
RSV antiviral HEp-2: inhibition of RSV-induced cytopathic effect – HEp-2 cells, primary 10 µM value included (AID 2391) | HEp-2 cells, RSV-induced CPE inhibition; higher % means a stronger effect | CPE inhibition, % at 10 µM; hits with a dose series show IC50 in µM | 310,000 compounds, 0.13% hits; in the data active = a potency from the dose series; inconclusive = CPE inhibition mostly from about 23% at the one dose, without a potency; inactive = the rest, 99 in 100 with CPE inhibition below about 21%; also: strong numbers were not always called active
WT yeast gro inh: growth inhibition of WT yeast, mitochondrial fusion screen; mitochondrial fusion phenotypic screen, WT strain; inhibition, % at 10 µM; 190,000 compounds, 2.1% hits; in the data active = inhibition above about 58%; tested in S. cerevisiae
Dengue-2 NS5 capping: flavivirus cap methylation enzyme inhibition – biochemical, confirmation dose response, primary screen (AID 588689). Dengue-2 NS5 methyltransferase capping enzyme assay, biochemical; higher % means a stronger effect. one-dose inhibition, % at 25 µM; IC50 in µM for titrated hits. 340,000 compounds, 0.3% hits; in the data active = a potency from the dose series; inconclusive = inhibition above about 29% without an active follow-up result
Autophagy mod: autophagy modulation, high-content screen; MEF GFP-LC3 puncta imaging; test concentration mostly 10 µM; calls only at 10 µM (by protocol); 190,000 compounds, 0.98% hits;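 active = percentage of spot-positive cells more than 3 SD above its plate mean, without a fluorescence outlier flag or 80% toxicity; inconclusive = no clear call, values can overlap the other calls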;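 also: spot-positive cell cutoff set from DMSO-treated cells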
UTI89 phage lysis: protection from phage-mediated lysis, alamar blue read-out – E. coli UTI89, K1F phage, bacterial capsule biogenesis inhibitors (AID 488966); inhibition, % at 100 µM; hits with a dose series show IC50 in µM; E. coli UTI89 K1F phage lysis, alamar blue, 2 h; higher % means a stronger effect; 340,000 compounds, 0.02% hits;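 active = phage lysis inhibition, versus mean bacterial control, above a set limit; inconclusive = no clear call, values can overlap the other calls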;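 also: capsule biogenesis inhibitors block K1F phage lysis so surviving cells raise fluorescence; higher fluorescence means more inhibition of phage lysis; actives were called in the ten point dose series up to 300 µM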
WT yeast gro inh mutant strain: recorded beside WT yeast gro inh, whose call it bears; inhibition, %; mitochondrial fusion phenotypic screen, mutant strain inhibition
Autophagy mod cell loss 18 h: also measured in Autophagy mod; calls as there; toxicity, %; measured here: cell loss, nuclei count;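 cell loss after 18 h compound exposure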
NTR1 agonist cell count 20 µM: further read-out of NTR1 agonist, marked with its call; cell count; measured here: cell count, cytotoxicity flag
Dengue-2 NS5 capping pilot replicate: second read-out of Dengue-2 NS5 capping, no call of its own (marks repeat the call); inhibition, %; measured here: pilot screen replicate inhibition
An asterisk follows results filed as active; i = inactive; ? = inconclusive; / = no result given; [ ] = dose if it differs, or a comment.

SMILES	GPR35 arrestin U2OS	AID2073	NTR1 agonist	NTR1 agonist cell count 20 µM	LYP phosphatase	RSV antiviral HEp-2	WT yeast gro inh	WT yeast gro inh mutant strain	Dengue-2 NS5 capping	Autophagy mod	Autophagy mod cell loss 18 h	UTI89 phage lysis	others
C=CCN(CC=C)S(=O)(=O)c1ccc(NC(=S)NC(=O)c2ccco2)cc1	-1%	-15%	4.6	45	0%	8.5%	3	12	-7%	i	-12	0.7%
COc1ccc(NC(=O)Nc2cc(C)ccc2OC(F)F)c(OC)c1	12%	0%	1.0	61	6%	13%	8	-1	-3%	i	2	0.7%	Dengue-2 NS5 capping pilot replicate=1.2
Cc1cccc(C)c1NC(=S)N(CCCN1CCOCC1)Cc1cccnc1	-2%	-17%	0.5	49	-1%	0.4%	7	3	-8%	i	23	0.1%
COCCCNC(=O)COc1ccc(Cl)c(C)c1	-3%	14%	-1.6	99	-3%	2.3%	-24	-13	3%	i	13	5.7%
O=C(O)C1C2C=CC3(O2)C1C(=O)N1c2ccccc2COC13 (centres undefined)	7%	-4%	-0.4	58	-10%	2.8%	-6	1	-3%	i	-4	-0.1%
CCN(C(=O)COC(=O)c1sccc1C)c1c(N)n(Cc2ccccc2)c(=O)[nH]c1=O	/	/	0.1	64	/	-2.4%	/	/	-7%	/	/	-2.6%
COc1ccc(N2CCN(C(=O)COC(=O)/C=C/c3ccc(OC(F)F)cc3)CC2)cc1	/	/	-0.5	47	/	7.1%	/	/	-4%	/	/	-1.4%
O=C(O)Cn1c(COc2ccc(Cl)cc2)nc2ccccc21	13%	2%	0.2	58	-6%	2.6%	/	/	3%	/	/	0.4%
O=C(c1ccc2ccccc2c1)N1CCCC1	14%	7%	1.2	49	-12%	0.2%	/	/	-1%	/	/	0.2%
CC(=O)N/C(=C\c1ccccc1)C(=O)OC(C)C(=O)N(C)c1ccccc1 (centres undefined)	/	/	0.5	75	/	-0.4%	/	/	9%	/	/	1.4%[50 µM]
CCN(C(=O)CSc1nnc(COc2ccccc2F)n1N)C1CCS(=O)(=O)C1 (centres undefined)	9%	5%	0.0	60	-3%	1.2%	/	/	-6%	/	/	1.3%
O=C(CSc1ccccn1)N1CCc2ccccc21	16%	1%	-0.4	67	-8%	1.7%	10	6	2%	i	-5	0.3%
CC(=O)c1cccc(Oc2ncccn2)c1	3%	8%	0.9	106	-7%	0.1%	/	/	-8%	/	/	0.2%
COc1ccc(CCNC(=O)Cn2ccc3c(OC)cccc3c2=O)cc1OC	4%	12%	2.2	59	-6%	1.1%	/	/	-5%	/	/	0.1%
CC(=O)Nc1ccc(SCC(=O)Nc2ccccc2Oc2ccccc2)cc1	9%	2%	0.9	33	4%	6.7%	-19	-5	-3%	i	9	-0.1%
CC(Sc1c[nH]c2ccccc12)C(=O)O (centres undefined)	16%	0%	1.8	53	-8%	0.1%	-3	-5	-3%	i	5	-2.5%
Cc1ccc(/C=N/NC(=O)c2nnn(-c3nonc3N)c2C)o1	-13%	2%	-0.5	60	-3%	3.2%	/	/	-3%	/	/	-0.1%
CCn1c2nc(SCCN3CCOCC3)nnc2c2cc(C)cc(C)c21	-11%	-26%	2.3	87	-6%	3.2%	/	/	0%	/	/	-0.2%
O=C(N/N=C/c1cccs1)c1n[nH]c2c1CCCC2	13%	6%	-1.9	60	-2%	/	/	/	-6%	/	/	-0.8%
COc1cc(-c2nnc(SCC(=O)Nc3cc(C)on3)n2C)cc(OC)c1O	-6%	-11%	-0.7	49	-7%	0.0%	-6	4	-4%	i	-3	2.7%
O=C(NCCOc1ccccc1)c1ccccc1Cl	-2%	-2%	-0.2	57	-8%	0.7%	/	/	1%	/	/	0.1%[50 µM]
Cn1c2ccccc2c2ncn(Cc3ccc(F)cc3)c(=O)c21	9%	-12%	0.1	65	-6%	2.2%	/	/	9%	/	/	0.3%
Cc1ccc2nc(CNC(=O)C3CCC(=O)N(Cc4ccccc4F)C3)cn2c1 (centres undefined)	1%	-1%	0.5	62	-12%	1.0%	/	/	-6%	/	/	0.0%
O=C(Nc1ccc(C(=O)N2CCC(N3CCOCC3)CC2)cc1)c1ccc(Br)o1	/	/	-1.6	89	/	-1.8%	/	/	-5%	/	/	0.9%
C/C(CC(C)(C)c1ccccc1)=N\NS(=O)(=O)c1ccccc1	-4%	3%	-0.6	21	3%	1.7%	-13	-11	-2%	i	-2	-2.6%

Six successive compounds out of the list so far:
SMILES	GPR35 arrestin U2OS	AID2073	NTR1 agonist	NTR1 agonist cell count 20 µM	LYP phosphatase	RSV antiviral HEp-2	WT yeast gro inh	WT yeast gro inh mutant strain	Dengue-2 NS5 capping	Autophagy mod	Autophagy mod cell loss 18 h	UTI89 phage lysis	others
COCCCNC(=O)COc1ccc(Cl)c(C)c1	-3%	14%	-1.6	99	-3%	2.3%	-24	-13	3%	i	13	5.7%
O=C(O)C1C2C=CC3(O2)C1C(=O)N1c2ccccc2COC13 (centres undefined)	7%	-4%	-0.4	58	-10%	2.8%	-6	1	-3%	i	-4	-0.1%
CCN(C(=O)COC(=O)c1sccc1C)c1c(N)n(Cc2ccccc2)c(=O)[nH]c1=O	/	/	0.1	64	/	-2.4%	/	/	-7%	/	/	-2.6%
COc1ccc(N2CCN(C(=O)COC(=O)/C=C/c3ccc(OC(F)F)cc3)CC2)cc1	/	/	-0.5	47	/	7.1%	/	/	-4%	/	/	-1.4%
O=C(O)Cn1c(COc2ccc(Cl)cc2)nc2ccccc21	13%	2%	0.2	58	-6%	2.6%	/	/	3%	/	/	0.4%
O=C(c1ccc2ccccc2c1)N1CCCC1	14%	7%	1.2	49	-12%	0.2%	/	/	-1%	/	/	0.2%

Next section
SMILES	GPR35 arrestin U2OS	AID2073	NTR1 agonist	NTR1 agonist cell count 20 µM	LYP phosphatase	RSV antiviral HEp-2	WT yeast gro inh	WT yeast gro inh mutant strain	Dengue-2 NS5 capping	Autophagy mod	Autophagy mod cell loss 18 h	UTI89 phage lysis	others
COCCN1C(=O)N[C@@H](c2ccco2)C(C(C)=O)=C1C	3%	9%	-1.3	92	-4%	-1.0%	1	-10	-2%	i	-11	-0.3%
Cc1c(C(=O)NCC2COc3ccccc3O2)oc2ccc(S(=O)(=O)N(C)C3CCCCC3)cc12 (centres undefined)	-4%	5%	1.1	49	7%	12%	26	19	-6%	i	8	4.3%
COc1ccc(Cc2nnc(NC(=O)c3cc(OC)c(OC)c(OC)c3)s2)cc1OC	-2%	8%	-1.6	56	3%	1.5%	1	1	6%	i	2	0.1%
Cc1ccc(NC(=O)N2CCCCC2)cc1NC(=O)N1CCCCC1	6%	-2%	-0.6	91	-4%	0.9%	/	/	2%	/	/	0.4%
COc1cccc(NC(=O)C2C3C=CC(O3)C2C(=O)NCc2cccnc2)c1 (centres undefined)	10%	1%	-0.6	68	-5%	4.8%	-2	29	-6%	i	10	0.2%	Dengue-2 NS5 capping pilot replicate=-8.8
Cc1ccc(C(=O)NNC(=O)C2CCN(c3ncccn3)CC2)cc1	-1%	6%	0.8	45	-14%	1.2%	/	/	-3%	/	/	0.4%
O=C(Nc1ccccc1)ON=C1c2ccccc2-c2ccccc21	22%	-3%	1.1	53	-10%	13%	9	-1	-3%	i	-1	0.4%
CSc1nnc(Cn2c(=O)sc3ccccc32)n1CCc1ccccc1	8%	?	8.4	56	-5%	72%	15	9	-1%	i	-39	4.3%
COc1cc(OC)cc(C(=O)N[C@H](C(=O)Nc2nc3c(s2)CCCC3)C(C)C)c1	-1%	5%	-0.9	79	3%	5.9%	-2	6	3%	i	3	0.5%
COC(=O)c1cn(CC(=O)N2C(C)CCCC2C)c2ccccc12 (centres undefined)	4%	1%	9.5	29	-9%	0.1%	15	4	-8%	i	4	-0.6%
N#Cc1ccc(C(=O)NC2=NCCS2)cc1	-3%	15%	-0.2	89	-6%	0.8%	/	/	-6%	/	/	0.1%
Cc1ccc(C)c(SCC(=O)N(C)CC(=O)Nc2ccc(N3CCOCC3)cc2)c1	/	/	1.1	59	/	10%	/	/	1%	/	/	1.9%[50 µM]
O=C1c2nccnc2C(=O)N1c1ccc(C(F)(F)F)cc1	-12%	6%	1.8	76	-6%	0.0%	-11	15	-3%	i	10	0.2%
C(=N\N1CCN(c2ccccn2)CC1)/c1ccccn1	-2%	-14%	0.3	46	-4%	1.8%	/	/	-6%	/	/	0.4%
CN(C)/C=C/C1=C([N+](=O)[O-])C(c2cccc([N+](=O)[O-])c2)NC(=O)N1 (centres undefined)	-3%	16%	3.1	61	4%	1.6%	/	/	2%	/	/	1.0%
CN(C)CCCCOc1cccc(Br)c1	13%	1%	-1.2	51	-11%	0.3%	3	17	1%	i	2	0.6%
O=C(c1cc(-c2ccc(F)cc2)on1)N1CCN(c2ccc(F)cc2)CC1	5%	11%	0.3	30	-8%	-0.9%	/	/	-7%	/	/	0.6%
CCCC[N+](CC#Cc1ccccc1)(CCCC)CCCS(=O)(=O)[O-]	10%	35%	-0.9	34	-9%	-1.7%	-7	-6	-4%	i	6	-1.4%
Cc1cccc(OCC(=O)NCc2ccccc2)c1	-4%	4%	0.7	73	-4%	2.0%	/	/	-4%	/	/	0.0%

Part of the list above in order of SMILES length, smallest number first.
SMILES	GPR35 arrestin U2OS	AID2073	NTR1 agonist	NTR1 agonist cell count 20 µM	LYP phosphatase	RSV antiviral HEp-2	WT yeast gro inh	WT yeast gro inh mutant strain	Dengue-2 NS5 capping	Autophagy mod	Autophagy mod cell loss 18 h	UTI89 phage lysis	others
Cc1cccc(OCC(=O)NCc2ccccc2)c1	-4%	4%	0.7	73	-4%	2.0%	/	/	-4%	/	/	0.0%
Cc1ccc(NC(=O)N2CCCCC2)cc1NC(=O)N1CCCCC1	6%	-2%	-0.6	91	-4%	0.9%	/	/	2%	/	/	0.4%
CCn1c2nc(SCCN3CCOCC3)nnc2c2cc(C)cc(C)c21	-11%	-26%	2.3	87	-6%	3.2%	/	/	0%	/	/	-0.2%
